# Bioassay records deposited in PubChem by several laboratories.
# C8 TRAIL sens: caspase-8 TRAIL sensitization. NB7+C8 cells + TRAIL, ATPlite viability luminescence. inhibition (viability loss, TRAIL sensitization), % at 10 µM. 1% of 360,000 active. AID 624354;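 active means compounds causing at least 50% loss of cell viability in the single-dose screen, relative to plate controls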
# TRPM1 prom inh: inhibitors of MITF-driven TRPM1 promoter in melanoma cells; SK-MEL-5 TRPM1 promoter luciferase, 24 h; inhibition, % at 12.5 µM; 0.83% of 330,000 active; AID 488899;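 active means mean inhibition across replicates of 60% or more, whatever share of single replicates reaches that level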; further: values of inactives mirror those of a sister screen read the other way
# EBV LMP1 NFkB: Epstein-Barr LMP1 NF-kappaB reporter inhibition | LMP1-induced NF-kappaB luciferase reporter cells, luminescence | 0.69% of 350,000 active | inhibition, % at 12.5 µM; in the data active means inhibition above about 41%;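 further: 0% = neutral control wells and 100% = reference inhibitor control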
# Shn3 3UTR inh: reduces Shn3 3'UTR luciferase signal in osteoblasts. Clone20 osteoblast Shn3 3'UTR firefly luciferase, 24 h. inhibition, % at 12.5 µM. 0.52% of 360,000 active. AID 588674;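 active means mean inhibition of at least 75% with every replicate also reaching 75%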;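 further: 0% = median of neutral control wells and 100% = pilot-screen positive control compound; some compounds past the cut are filed as inactive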
# CF NFkB block: inhibitors of cystic fibrosis induced NF-kB; KKLEB NF-kB-GFP reporter, PAF-induced, GFP fluorescence overnight; inhibition, % at 5 µM; 0.86% of 360,000 active; AID 588850;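 active means at least 50% inhibition at 5 µM, scaled per plate between neutral and stimulator controls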;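 further: PAF is a Pseudomonas aeruginosa culture filtrate used as stimulus; plate controls were PAF-stimulated DMSO wells for no effect and unstimulated DMSO wells for full effect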
# KKLEB tox: counter-screen for CF NF-kB inhibitors: cytotoxicity; KKLEB CF airway cells viability, ATPlite luminescence, overnight; stronger effect = lower value; cells stimulated with P. aeruginosa culture filtrate; activity change (cytotoxicity), % at 5 µM; 0.36% of 360,000 active; AID 602141;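 active means corrected activity change at or below -50% at 5 µM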
# NR2E3 ag-1: activates human photoreceptor nuclear receptor NR2E3. inhibition of corepressor binding, % at 4.78 µM. Q9Y5X4. GST-NR2E3/biotin-RetCOR TR-FRET, 1536-well. 0.12% of 320,000 active. AID 2300;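 active means percent inhibition above the cutoff of mean plus 3 SD of all tested compounds, set per screening campaign, cut at about 20% in these data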;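 further: 0% = DMSO wells and 100% = biotin wells as full block of FRET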
# Target sequence (Q9Y5X4 whole entry, looked up): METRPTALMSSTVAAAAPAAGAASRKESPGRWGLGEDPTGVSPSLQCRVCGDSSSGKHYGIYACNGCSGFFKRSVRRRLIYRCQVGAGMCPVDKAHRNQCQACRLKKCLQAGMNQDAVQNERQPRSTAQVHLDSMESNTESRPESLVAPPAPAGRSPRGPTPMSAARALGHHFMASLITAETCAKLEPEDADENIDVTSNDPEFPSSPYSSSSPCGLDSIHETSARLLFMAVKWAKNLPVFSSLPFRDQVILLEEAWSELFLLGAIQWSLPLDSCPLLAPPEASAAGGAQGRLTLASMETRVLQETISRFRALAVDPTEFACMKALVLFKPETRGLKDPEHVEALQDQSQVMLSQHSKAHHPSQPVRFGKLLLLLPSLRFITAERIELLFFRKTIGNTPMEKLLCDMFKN
#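 Material: NR2E3–RetCOR corepressor complex / Amount: 1.35 nM GST-NR2E3 / Medium: Tris pH 7.5 / Compound: single nominal compound dose of 4.8 µM / Incubation: 5 h at 4 °C / Technique: TR-FRET, Eu(K)-anti-GST donor, streptavidin-D2 acceptor, ex 340, em 617/671 nm / Read-out basis: percent loss of FRET ratio relative to control wells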
# iPSC survival up: hiPSC single-cell survival enhancement. AID 602274. 0.044% of 360,000 active. ATPlite luminescence; 100% = ROCK inhibitor wells, 0% = DMSO. survival enhancement, % at 20 µM; in the data active means survival enhancement above about 18%;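 further: cells exposed to compounds for 16 hours before the ATP read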
# NR2E3 ag-2: agonists of human NR2E3 nuclear receptor | CHO-S Gal4-NCOR/VP16-NR2E3 two-hybrid, luciferase | inhibition of corepressor binding, % at 3.98 µM | 0.35% of 360,000 active | AID 602229;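 active means inhibition above the mean of all tested compounds plus 3 SD, cut at about 70% in these data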;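 further: 0% = DMSO with NR2E3 transfected cells and 100% = cells lacking NR2E3 construct; higher means lower luciferase signal from less NR2E3 corepressor binding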
# Peg3 promoter: inhibitors of Peg3 promoter | HeLa PEG-Prom luciferase reporter, luminescence, overnight | inhibition, % at 20 µM | 1.7% of 360,000 active;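 active means inhibition of at least 50% at 20 µM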
# HIF-2a inh: blocks HIF-2a reporter activity; 0.72% of 360,000 active; 786-0 RCC cells HIF-2a reporter, luciferase luminescence, overnight; inhibition, % at 18.8 µM;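 active means inhibition of the luminescence signal of 40% or more relative to plate controls, in a single-dose primary screen at 18.75 µM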
# * marks the source's active call; other numbers are inactive results; . = no result given. Only part of the results is shown; count on the stated rates, not on these rows.
Molecule | C8 TRAIL sens | TRPM1 prom inh | EBV LMP1 NFkB | Shn3 3UTR inh | CF NFkB block | KKLEB tox | NR2E3 ag-1 | iPSC survival up | NR2E3 ag-2 | Peg3 promoter | HIF-2a inh
CN(C)CCCN(C(=O)c1ccc(S(=O)(=O)N2CCCc3ccccc32)cc1)c1nc2ccc(F)cc2s1 | 50* | 71* | -5 | 6 | 11 | 7 | 1 | -0.3 | -25 | 28 | 4
Cc1cc(C)n2nc(C(=O)NCc3ccccc3)nc2n1 | 0 | 3 | -2 | 10 | 6 | -8 | 2 | 4.6 | -4 | 7 | 4
O=c1[nH]n(CC2COC3(CCCCC3)O2)c(=O)c2ccccc12 (configuration not stated) | -2 | -37 | 0 | 7 | -15 | 0 | -1 | 1.4 | -68 | -81 | -119
COc1ccc(C2C3=C(N=C4SCC(=O)N42)c2ccccc2CC3)cc1OC (configuration not stated) | -4 | 8 | -2 | 13 | 12 | 2 | 2 | 2.0 | -16 | 13 | 1
COc1ccc(NS(=O)(=O)c2cccc(C(=O)NCC(c3ccc(OC)cc3)N3CCCCC3)c2)cc1 (configuration not stated) | -4 | -26 | -1 | -7 | 20 | -13 | . | -0.2 | -4 | -3 | 0
O=C(O)C1CCCN(S(=O)(=O)c2ccc(Cl)s2)C1 (configuration not stated) | -7 | -1 | 3 | -7 | 11 | -4 | 3 | -1.0 | -18 | -4 | 15
CC1(C(=O)NS(=O)(=O)Cc2ccccc2)CCN1C(=O)Cc1ccccc1Cl (configuration not stated) | -7 | . | . | 17 | -6 | -2 | . | 19 | -38 | -14 | 1
Cc1ccc(NC(=O)CN(C)C(=O)C2CC(=O)N(Cc3ccccc3)C2)cc1 (configuration not stated) | -16 | -10 | -9 | -17 | 16 | -18 | -2 | -0.4 | 20 | -4 | 16
O=C1c2cccnc2C(Nc2ccccc2Br)N1Cc1ccco1 (configuration not stated) | 1 | 13 | -3 | -2 | -5 | 1 | 4 | 0.3 | -2 | 10 | 5
COc1ccc(C(CNC(=O)c2cccc(S(=O)(=O)Nc3ccc(C)cc3)c2)N2CCOCC2)cc1 (configuration not stated) | 2 | -3 | 2 | 2 | -6 | -20 | -2 | 0.1 | 26 | 12 | 3
Cc1ccc2c(CSc3nnnn3C)cc(=O)oc2c1 | -12 | 4 | -8 | -8 | 13 | 0 | 3 | -0.2 | -6 | -2 | -5
COc1ccc(OC)c(NC(=O)COc2ccc3c(c2)CCC3)c1 | 7 | -16 | -2 | 3 | 17 | 2 | 2 | -2.2 | -16 | -64 | -34
O=C(CSc1nc2ccccc2o1)Nc1nccs1 | 0 | -39 | -14 | -11 | 0 | -2 | 0 | -0.3 | -57 | -137 | -199
O=C(NNC(=O)c1nc2ccccc2[nH]1)OCc1ccccc1 | 2 | 5 | -3 | -7 | 0 | -4 | . | -1.0 | 11 | -20 | -26
COC(=O)C1C(=O)N2CCCSC2=C(C#N)C1c1cccs1 (configuration not stated) | 2 | -7 | -3 | 7 | -8 | -1 | 2 | -0.2 | 11 | 4 | -10
COc1ccc(/C(C)=N/OC/C(O)=C(\C#N)c2nc3ccccc3[nH]2)cc1OC | -31 | 13 | 3 | 2 | 31 | -28 | 2 | -3.3 | -17 | 24 | 3
O=C(Nc1ccccc1)c1cccc(NC(=O)c2ccco2)c1 | 2 | 2 | -1 | . | 9 | -16 | -2 | -0.5 | -61 | -8 | -3
O=C1NCC(COCC2CC=CCC2)O1 (configuration not stated) | -4 | -9 | 2 | -22 | -2 | 6 | -4 | 2.1 | 1 | -3 | 8
CC(C)C[C@H](NC(=O)Nc1ccc(Oc2ccccc2)cc1)C(=O)O | 4 | -7 | 1 | 7 | -3 | 1 | -1 | 0.3 | 3 | 7 | 13
CCOC(=O)C1CCCN(C(=O)c2ccc(Cl)c(S(=O)(=O)N3CCc4ccccc43)c2)C1 (configuration not stated) | 12 | 33 | -1 | 16 | 5 | -16 | . | -0.2 | 14 | 31 | 2
On1c(-c2ccccc2Cl)nc2ncccc21 | -6 | -9 | -1 | -1 | 6 | 4 | 0 | 0.9 | -11 | -1 | 21
CCCCNC(=O)c1ccc(N2CCC3(CC2)OCCO3)c([N+](=O)[O-])c1 | -3 | -8 | -4 | 5 | -6 | 9 | -1 | -1.0 | -8 | -24 | -16
CC1Cc2ccccc2N1C(=O)CCS(=O)(=O)c1cccs1 (configuration not stated) | 8 | -8 | -8 | -5 | 8 | 12 | -2 | 1.3 | -12 | -17 | -81
Fc1cc(F)c2nc(Nc3nc4c(F)cccc4s3)sc2c1 | 32 | -7 | -12 | -5 | 42 | -18 | -1 | -0.4 | -44 | -122 | -204

# The last 6 records of the part above are carried over, then new ones follow:
Molecule | C8 TRAIL sens | TRPM1 prom inh | EBV LMP1 NFkB | Shn3 3UTR inh | CF NFkB block | KKLEB tox | NR2E3 ag-1 | iPSC survival up | NR2E3 ag-2 | Peg3 promoter | HIF-2a inh
CC(C)C[C@H](NC(=O)Nc1ccc(Oc2ccccc2)cc1)C(=O)O | 4 | -7 | 1 | 7 | -3 | 1 | -1 | 0.3 | 3 | 7 | 13
CCOC(=O)C1CCCN(C(=O)c2ccc(Cl)c(S(=O)(=O)N3CCc4ccccc43)c2)C1 (configuration not stated) | 12 | 33 | -1 | 16 | 5 | -16 | . | -0.2 | 14 | 31 | 2
On1c(-c2ccccc2Cl)nc2ncccc21 | -6 | -9 | -1 | -1 | 6 | 4 | 0 | 0.9 | -11 | -1 | 21
CCCCNC(=O)c1ccc(N2CCC3(CC2)OCCO3)c([N+](=O)[O-])c1 | -3 | -8 | -4 | 5 | -6 | 9 | -1 | -1.0 | -8 | -24 | -16
CC1Cc2ccccc2N1C(=O)CCS(=O)(=O)c1cccs1 (configuration not stated) | 8 | -8 | -8 | -5 | 8 | 12 | -2 | 1.3 | -12 | -17 | -81
Fc1cc(F)c2nc(Nc3nc4c(F)cccc4s3)sc2c1 | 32 | -7 | -12 | -5 | 42 | -18 | -1 | -0.4 | -44 | -122 | -204
COc1cc(NC(=S)Nc2ccc(Br)cc2Cl)c(OC)cc1Cl | -3 | 2 | 2 | -18 | 4 | 0 | -6 | -1.2 | 4 | -10 | 13
C=CCOc1cccc(C2C(C(=O)c3ccc(C)o3)=C(O)C(=O)N2CCCn2ccnc2)c1 (configuration not stated) | -7 | -2 | -6 | -4 | -12 | -7 | 26* | -0.1 | 13 | 0 | -10
COC(=O)CCC(=O)OC1(C)C(=O)C=C2C=C(C3CC3)N(CCc3c[nH]c4ccccc34)C=C2C1=O (configuration not stated) | -4 | 10 | -5 | 3 | -10 | -9 | 5 | 1.4 | -37 | -3 | 7
COc1ccc(OC)c(C2C(C(=O)Nc3ccccc3OC)=C(C)Nc3nc(CCCO)nn32)c1 (configuration not stated) | -7 | 2 | -7 | -5 | 8 | -22 | 0 | 2.4 | -9 | 2 | 15
COc1ccc(OC)c(NC(=O)CSc2nncc3ccccc23)c1 | -3 | 11 | -2 | 14 | -8 | 6 | 4 | 0.6 | 3 | 9 | 6
CC(C)Cn1c(SCC(=O)N2CCOCC2)nc2ccccc2c1=O | -5 | -6 | -2 | 3 | 8 | -4 | 0 | 2.8 | -40 | 9 | 12
CCOc1ccc(NS(=O)(=O)c2ccc(NC(=O)[C@@H]3CCCC[C@@H]3C(=O)O)cc2)cc1 | -10 | 1 | -3 | -9 | -4 | -4 | 1 | -1.4 | 12 | 11 | 7
CS(=O)(=O)N(Cc1ccccc1)c1ccccc1C(=O)Nc1ccccc1C(=O)NCc1ccco1 | 5 | 15 | -13 | -4 | 5 | 9 | 2 | 1.0 | -2 | 9 | 13

# 2 records drawn at random from the list so far, as already listed:
Molecule | C8 TRAIL sens | TRPM1 prom inh | EBV LMP1 NFkB | Shn3 3UTR inh | CF NFkB block | KKLEB tox | NR2E3 ag-1 | iPSC survival up | NR2E3 ag-2 | Peg3 promoter | HIF-2a inh
CCOC(=O)C1CCCN(C(=O)c2ccc(Cl)c(S(=O)(=O)N3CCc4ccccc43)c2)C1 (configuration not stated) | 12 | 33 | -1 | 16 | 5 | -16 | . | -0.2 | 14 | 31 | 2
CC1Cc2ccccc2N1C(=O)CCS(=O)(=O)c1cccs1 (configuration not stated) | 8 | -8 | -8 | -5 | 8 | 12 | -2 | 1.3 | -12 | -17 | -81

# Three structures from above, sorted by molecular weight, low to high:
Molecule | C8 TRAIL sens | TRPM1 prom inh | EBV LMP1 NFkB | Shn3 3UTR inh | CF NFkB block | KKLEB tox | NR2E3 ag-1 | iPSC survival up | NR2E3 ag-2 | Peg3 promoter | HIF-2a inh
O=C(CSc1nc2ccccc2o1)Nc1nccs1 | 0 | -39 | -14 | -11 | 0 | -2 | 0 | -0.3 | -57 | -137 | -199
O=C(Nc1ccccc1)c1cccc(NC(=O)c2ccco2)c1 | 2 | 2 | -1 | . | 9 | -16 | -2 | -0.5 | -61 | -8 | -3
COc1ccc(OC)c(NC(=O)CSc2nncc3ccccc23)c1 | -3 | 11 | -2 | 14 | -8 | 6 | 4 | 0.6 | 3 | 9 | 6

# Next part.
Molecule | C8 TRAIL sens | TRPM1 prom inh | EBV LMP1 NFkB | Shn3 3UTR inh | CF NFkB block | KKLEB tox | NR2E3 ag-1 | iPSC survival up | NR2E3 ag-2 | Peg3 promoter | HIF-2a inh
Cc1ccc(S(=O)(=O)Nc2ccccc2C(=O)Nc2nc(-c3ccc(F)cc3)cs2)cc1 | 53* | 44 | 21 | 75 | 49 | -58* | -3 | 2.3 | 94* | 41 | 9
O=c1ccc2ccc(Oc3ccc(Cl)cc3[N+](=O)[O-])cc2o1 | -5 | 7 | -6 | -9 | 4 | -17 | 0 | -0.4 | -16 | -5 | -28
COc1cc(NC(=O)Cc2ccccc2)c(C(=O)O)cc1OC | -4 | 3 | 27 | 1 | -8 | 4 | 5 | 2.7 | -1 | 17 | 17
Cc1ccc(C(O)(COC(=O)C(C)C)COC(=O)C(C)C)c(O)c1 | -2 | 11 | -2 | 3 | -9 | 7 | 0 | 0.5 | -4 | -7 | 2
O=C(CNC(=O)N1CC(=O)Nc2ccccc21)NCc1ccccc1Cl | 11 | 7 | 10 | -12 | 10 | -4 | -2 | 0.4 | -11 | 10 | 16
